TPT1 inh = blocks Candida albicans tRNA 2'-phosphotransferase | recombinant caTPT1, FP RNA substrate dephosphorylation | 300,000 compounds, 0.81% hits | inhibition, % at 5 µM;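 active = inhibition above the mean of all tested compounds plus 3 SD, set per screening campaign, cut at about 24% in these data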;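 also: plate controls were DMSO alone for no effect and ferristatin control at 100 nM for full effect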
EBNA-1 inhibitor = blocks EBNA-1 binding to DNA; EBNA-1 DNA binding, fluorescence polarization; 300,000 compounds, 0.34% hits; inhibition, % at 14.8 µM; AID 1950; in the data active = inhibition above about 28%
GASC-1 inh = inhibitors of human GASC-1 (JMJD2C) demethylase | GST-JMJD2C(1-420) H3K9me3 demethylation, DELFIA europium | inhibition, % at 2.35 µM | 330,000 compounds, 0.069% hits;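 active = more than half of a compound's replicate wells show inhibition beyond 50%, single wells judged on their own value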;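 also: signal counts dimethyl H3K9 product captured on neutravidin plate; 0% = median of DMSO wells and 100% = 0.3 times that DMSO median; strong numbers were not always called active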
Target sequence (Q9H3R0 1-420 limits assumed): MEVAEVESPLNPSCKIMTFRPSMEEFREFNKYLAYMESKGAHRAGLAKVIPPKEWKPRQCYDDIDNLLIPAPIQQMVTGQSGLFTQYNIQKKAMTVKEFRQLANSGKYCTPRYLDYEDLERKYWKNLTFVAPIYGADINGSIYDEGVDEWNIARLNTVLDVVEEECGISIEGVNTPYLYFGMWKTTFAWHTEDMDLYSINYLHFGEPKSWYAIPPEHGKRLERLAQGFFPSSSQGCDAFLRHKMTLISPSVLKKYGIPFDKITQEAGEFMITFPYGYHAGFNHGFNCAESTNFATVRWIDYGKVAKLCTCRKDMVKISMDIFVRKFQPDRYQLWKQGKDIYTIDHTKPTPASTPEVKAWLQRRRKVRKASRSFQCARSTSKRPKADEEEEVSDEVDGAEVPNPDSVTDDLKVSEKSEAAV
ZTA counter = ZTA (EBV) inhibition in EBNA-1 counter-screen; P03206; ZTA-DNA binding, fluorescence polarization; inhibition, % at 11 µM; 320,000 compounds, 0.15% hits; in the data active = inhibition above about 33%
Target sequence (P03206 whole entry, looked up): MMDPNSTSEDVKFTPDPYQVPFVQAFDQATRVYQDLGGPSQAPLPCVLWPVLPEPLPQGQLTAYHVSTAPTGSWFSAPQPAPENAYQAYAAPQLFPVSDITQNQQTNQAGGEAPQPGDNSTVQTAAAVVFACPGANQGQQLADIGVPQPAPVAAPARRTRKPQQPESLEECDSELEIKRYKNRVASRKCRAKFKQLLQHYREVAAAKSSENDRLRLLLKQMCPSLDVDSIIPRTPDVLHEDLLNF
CR mimetic SO = lowers age-related superoxide in aged yeast cells; S. cerevisiae aged cells, superoxide DHE fluorescence; hits give low values; superoxide response (% of plate mean), % at 10 µM; 330,000 compounds, 0.18% hits; AID 2690;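 active = superoxide response under a set limit, about three screen SD below normal, cut at about 65% in these data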;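 also: yeast aged for seven days with compound at 30 °C before DHE staining; 100% = average MFI of all compound-treated wells on the plate with controls excluded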
HCV core dimer = HCV core protein dimerization inhibition. inhibition, % at 5 µM. TR-FRET GST/Flag-core106 dimerization, 1536-well. AID 1899. 300,000 compounds, 0.33% hits;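 active = inhibition above the mean of all tested compounds plus 3 SD, set per screening campaign, cut at about 45% in these data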
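Assay system – GST-tagged and Flag-tagged HCV core protein residues 1-106 · Quantity – core106 proteins, GST 13.5 nM and Flag 17 nM · Benchmarks – unlabelled core106 and no-GST-core106 wells · Read-out basis – percent inhibition of core106 dimerization signal · Detection – time-resolved FRET, ex 340 nm, em 617 and 671 nm · Schedule – 4 h at 22.5 °C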
PP5 primary = PP5 (human) phosphatase inhibition; 320,000 compounds, 0.18% hits; P53041; inhibition, % at 6.7 µM; AID 1987; purified PP5c, OMFP substrate fluorescence;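 active = inhibition above the campaign's mean inhibition across all tested compounds plus 3 SD, cut at about 9.5% in these data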;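 also: 0% = DMSO only and 100% = 100 µM cantharidin control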
PP1 inh = blocks human PP1-alpha phosphatase, a PP5 counter-screen | P62136 | purified PP1alpha, OMFP fluorescence | inhibition, % at 6.7 µM | 320,000 compounds, 0.9% hits;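 active = inhibition above the mean inhibition of all tested compounds plus 3 SD, computed separately for each screening campaign, cut at about 15% in these data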
Target sequence (P62136 whole entry, looked up): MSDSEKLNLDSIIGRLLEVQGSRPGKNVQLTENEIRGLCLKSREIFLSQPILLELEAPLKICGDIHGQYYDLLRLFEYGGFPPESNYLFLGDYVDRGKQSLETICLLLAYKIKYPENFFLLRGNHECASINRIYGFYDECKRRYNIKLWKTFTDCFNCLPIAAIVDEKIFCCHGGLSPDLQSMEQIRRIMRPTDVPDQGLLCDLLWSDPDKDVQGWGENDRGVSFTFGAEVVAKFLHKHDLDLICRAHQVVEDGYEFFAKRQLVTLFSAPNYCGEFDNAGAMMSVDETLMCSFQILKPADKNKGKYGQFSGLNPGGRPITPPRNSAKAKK
CTSL1 counter = blocks F. hepatica cathepsin L1 in PFM18AAP counter-screen | inhibition, % at 5.96 µM | 300,000 compounds, 0.49% hits | AID 1906 | recombinant F. hepatica cathepsin L1, Z-Leu-Arg-MCA fluorescence;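 active = inhibition above the mean of all tested compounds plus 3 SD, set per screening campaign, cut at about 17% in these data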;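 also: 0% = plate median of test compound wells and 100% = 1 µM Z-Phe-Ala-diazomethylketone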
Starred values were filed as active, the others as inactive; · = not tested or not shown; & = joins results of further samples.

SMILES	TPT1 inh	EBNA-1 inhibitor	GASC-1 inh	ZTA counter	CR mimetic SO	HCV core dimer	PP5 primary	PP1 inh	CTSL1 counter
COc1ccc(N2CCN(C(=O)CCS(=O)(=O)c3ccc(OC)cc3)CC2)cc1	-2	17	15	-6	95	-8	2.2	-1	-11
CN(C)C(CNC(=O)c1ccc2[nH]c(=O)c(=O)[nH]c2c1)c1ccco1 (stereo not drawn)	·	·	1	3	88	·	1.5	0	·
CC(C)(C)c1nnc(SCC(=O)c2ccccc2)n(N)c1=O	2	-6	-4	-14	101	-6	2.0	0	1
COC(=O)c1sccc1NC(=O)Cc1ccc(OC)c(OC)c1	-1	10	2	7	110	-1	2.4	1	-1
O=C(CCc1nc2ccccc2s1)N1CCN(c2ccccc2)CC1	-3	-9	4	7	89	1	-1.1	-4	8
CCn1c(COc2cccc(OC)c2)nnc1SCC(=O)NCC1CCCO1 (stereo not drawn)	1	-22	7	3	110	-11	-1.9	4	-5
COC(=O)Cn1cnc2c(C#N)c3n(c2c1=O)CCCC3	-5	6	1	-10	93	-5	-1.4	-2	5
COC(=O)CNC(=O)CSc1nc2sccc2c(=O)n1-c1ccccc1	6	-4	10	-8	107	29	1.4	-4	-3

Pulled by compound from the entries so far (two):
SMILES	TPT1 inh	EBNA-1 inhibitor	GASC-1 inh	ZTA counter	CR mimetic SO	HCV core dimer	PP5 primary	PP1 inh	CTSL1 counter
CN(C)C(CNC(=O)c1ccc2[nH]c(=O)c(=O)[nH]c2c1)c1ccco1 (stereo not drawn)	·	·	1	3	88	·	1.5	0	·
COC(=O)CNC(=O)CSc1nc2sccc2c(=O)n1-c1ccccc1	6	-4	10	-8	107	29	1.4	-4	-3

The list continues.
SMILES	TPT1 inh	EBNA-1 inhibitor	GASC-1 inh	ZTA counter	CR mimetic SO	HCV core dimer	PP5 primary	PP1 inh	CTSL1 counter
CCOC(=O)Nc1cc(Br)c2c(c1)OCCO2	-3	-8	4	-21	94	5	1.1	2	8
O=C(CSc1c[nH]c2ccccc12)NCC1CCCO1 (stereo not drawn)	-1	-7	-22	14	116	-14	2.4	-6	-4
CCOCCCN(C(=O)c1snc(C(N)=O)c1N)C(C(=O)NCCC(C)C)c1ccc(Cl)cc1 (stereo not drawn)	0	-11	23	-5	112	14	3.0	-2	1
C=CC[N+]1(CC#Cc2ccccc2)CCCC1	-1	8	-26	15	96	-4	-1.8	-2	-3
O=C(Nc1sc2c(c1C(=O)NC1CC1)CCCCCC2)c1ccco1	-2	5	3	1	99	3	-2.9	4	0
CN(CC(=O)NCc1ccccn1)S(=O)(=O)c1ccc2ccccc2c1	2	2	-10	15	97	13	-0.9	-3	3
Cc1cc(C)cc(OCC(=O)NC(C)c2ccccc2)c1 (stereo not drawn)	-2	-4	2	-7	95	-3	-2.0	2	-1
CC(C)CCN(CCC(C)C)C(CO)(CO)CO	1	3	31	14	101	-2	1.1	0	1

Further structures follow.
SMILES	TPT1 inh	EBNA-1 inhibitor	GASC-1 inh	ZTA counter	CR mimetic SO	HCV core dimer	PP5 primary	PP1 inh	CTSL1 counter
CCC(=O)Nc1c2c(nn1-c1ccc(C)cc1)CS(=O)(=O)C2	2	8	-4	-8	92	-16	-0.4	-5	-1
CCOC(=O)c1cc2sccc2n1CC(=O)OC(C)C	-2	4	3	3	92	3	1.0	1	1
CCOc1ccc(Nc2cc(=O)n(C)c(=O)n2C)cc1	0	1	4	0	107	-9	0.5	1	-1
O=C(Nc1ccccc1F)C1CCCN1S(=O)(=O)c1cccc2nsnc12 (stereo not drawn)	-3	6	32	-1	85	-8	1.1	-2	4
COC(=O)c1c(NC(=O)CCCC(=O)O)sc(C)c1C	-2	3	-2	-6	103	0	2.0	-5	1
CCOC(=O)C1CCN(C(=O)c2cc3c(OC)c(OC)c(OC)cc3[nH]2)CC1	1	-19	5	-8	107	-2	1.7	-2	-5
CCOC(=O)C1=C(C)NC(=O)NC1c1ccc(N(CC)CC)cc1 (stereo not drawn)	6	7	-1	7	102	3	-0.6	-1	-4
Cc1cc(C)nc(SCc2nnc(SCC(=O)Nc3ccccc3C)n2Cc2ccco2)n1	1	8	-34&-5	-1	97	-1	0.9	1	0

Later entries:
SMILES	TPT1 inh	EBNA-1 inhibitor	GASC-1 inh	ZTA counter	CR mimetic SO	HCV core dimer	PP5 primary	PP1 inh	CTSL1 counter
Nc1oc2ccccc2c(=O)c1-c1ccc2c(c1)OCO2	-5	9	3	-6	92	-14	2.0	1	0
CN(C1CCCCC1)S(=O)(=O)c1ccc(C(=O)Nc2sc3c(c2C(N)=O)CC(C)(C)NC3(C)C)cc1	0	5	-7	8	112	-8	2.4	9	-2
CC(C)(C)NC(=O)COC(=O)CCC(=O)c1cccs1	-2	1	-12	-3	106	-5	2.5	-9	-49
Cc1ccc(N(Cc2cc3cccc(C)c3[nH]c2=O)S(=O)(=O)c2ccccc2)c(C)c1	-1	-1	-8	-7	105	18	2.8	-4	1
CN1/C(=C\C=[N+](C)c2ccccc2)C(C)(C)c2ccccc21	0	-4	5	-1	104	0	4.3	0	3
C=CCN1C=CC(=C/C=C(/C#N)C(=O)OCC)C=C1	176*	10	4	-11	97	-19	3.5	1	9
COc1ccccc1N1CCN(C(=O)c2ccco2)CC1	-1	-6	-10	-3	87	2	-0.9	-1	3
COc1ccc(CNC(=O)N2CCN(c3cccc(C)c3C)CC2)cc1OC	-3	4	7	8	125	-13	2.7	-1	6

The list goes on:
SMILES	TPT1 inh	EBNA-1 inhibitor	GASC-1 inh	ZTA counter	CR mimetic SO	HCV core dimer	PP5 primary	PP1 inh	CTSL1 counter
CCc1nnc(NS(=O)(=O)c2ccc(NC(=O)/C=C/c3ccc(F)cc3)cc2)s1	1	-2	7	5	78	14	2.9	3	3
COc1cccc(NC(=O)CNS(=O)(=O)c2ccc(Cl)cc2)c1	-3	-16	-8	-6	107	-2	0.9	-3	-6
CCOc1ccc(NC(=S)NC(=O)c2c(Cl)c(C)nn2C)c([N+](=O)[O-])c1	3	-1	-7	13	85	2	-0.4	1	-3
CCn1ncc(Br)c1C(=O)Nc1ncc(C)s1	5	-3	22	-10	97	2	0.6	-4	-5
COc1ccc(NC(=O)COC(=O)CN2C(=O)C3CCCCC3C2=O)cc1OC (stereo not drawn)	·	·	·	10	120	·	0.1	-6	·
CC(=O)N1c2ccc(S(=O)(=O)N3CCC(C(=O)Nc4cccc(C(F)(F)F)c4)CC3)cc2CC1C (stereo not drawn)	-10	0	0	-2	99	-7	6.4	-2	3
Cc1ccc2nc(Nc3nc(CSc4nc5ccccc5s4)cc(=O)[nH]3)nc(C)c2c1	1	-7	-11	-1	85	23	-2.0	-2	0
Cc1c(N=c2scc(-c3ccccc3)n2C)c(=O)n(-c2ccccc2)n1C	1	-10	-28	3	120	3	-0.8	0	-1

(further entries)
SMILES	TPT1 inh	EBNA-1 inhibitor	GASC-1 inh	ZTA counter	CR mimetic SO	HCV core dimer	PP5 primary	PP1 inh	CTSL1 counter
CC(=C/c1ccccc1)/C=N/n1cnnc1	-1	-8	-1	-14	96	-8	1.5	-2	1
O=C1CN(C(=O)COc2ccc(F)cc2Br)c2ccccc2N1	5	-22	0	8	94	2	-1.3	-2	-1
CCc1nnc(NC(=O)c2c(OC)cccc2OC)s1	4	6	8&15	2	107	-1	-1.5	-5	-1
CCn1c(CC(=O)Nc2ccc(C)c(Cl)c2)nnc1SCc1ccc(Cl)c(Cl)c1	3	0	-5	1	120	6	2.4	-5	-1
CCOc1cc2[nH]c(=S)n(Cc3ccc(C(=O)NCCCN(CC)CC)cc3)c(=O)c2cc1OCC	-4	8	8	5	96	3	-0.6	0	0
Cc1cc(C)c(S(=O)(=O)CCC(C)C)c(=O)[nH]1	5	8	-17	7	104	-1	-0.2	-2	2
O=C(CN1CCCN(Cc2ccc(F)cc2Cl)C1=O)NC1CCCC1	-2	0	-8	11	96	4	0.9	-6	-2
O=C(Cc1ccccc1)N/N=C/c1ccc2cccc(O)c2n1	-2	-8	19	-13	84	-4	1.5	9	3

Following part.
SMILES	TPT1 inh	EBNA-1 inhibitor	GASC-1 inh	ZTA counter	CR mimetic SO	HCV core dimer	PP5 primary	PP1 inh	CTSL1 counter
Cc1cnc(C(=O)OCC(=O)N(C(C)C)C(C)C)cn1	-3	11	-3	-3	90	0	-0.3	0	-2
COC(=O)CN(C)C(=O)c1ccccc1OC1CCN(S(C)(=O)=O)CC1	-2	0	5	-2	85	-3	4.5	2	-3
COCCNC(=O)Nc1ccc2c(c1)N(C)C(=O)CS2	-3	-2	1	-10	92	-2	-1.3	0	1
Cc1csc(NC(=O)CSc2sc3c(O)cc(=O)[nH]c3c2C#N)n1	4	1	-8	3	100	4	0.6	14	-3
O=[N+]([O-])c1ccc(/C=N/Nc2nc(NCc3ccccc3)nc(N3CCOCC3)n2)cc1	0	-4	-7	-5	106	6	-2.5	-9	5
COc1ccccc1NC(=O)O/N=C(\N)c1ccccc1	-4	8	-3	7	90	-2	-0.2	5	-3
COc1ccc(-c2[nH]c(-c3ccc(C(=O)O)cc3)nc2-c2ccccc2)cc1	3	9	1	8	95	8	4.3	5	6
O=C1CC(c2ccccc2)n2nc(NS(=O)(=O)c3ccccc3)nc2N1 (stereo not drawn)	-2	-3	·	-6	106	1	2.4	-2	-3

The list continues:
SMILES	TPT1 inh	EBNA-1 inhibitor	GASC-1 inh	ZTA counter	CR mimetic SO	HCV core dimer	PP5 primary	PP1 inh	CTSL1 counter
CCOC(=O)c1sc(NC(=S)NC(=O)C2CCCC2)cc1C	-1	-5	-13	2	119	46*	4.7	2	-1
CN1C(=O)C(C)(C)c2cc(S(=O)(=O)NCC3CCC(C(=O)NCc4ccc(F)cc4)CC3)ccc21 (stereo not drawn)	-1	-4	-12	1	126	12	-1.8	-2	0
S=C(Nc1cccnc1)Nc1cccc2cnccc12	2	-5	0	4	97	-1	-1.3	-4	-1
NS(=O)(=O)c1ccc(CCNCc2cc(Br)ccc2OCc2ccccc2F)cc1	1	-23	-1	-7	111	-7	6.9	3	4
O=C(N=C1SC2CS(=O)(=O)CC2N1c1ccc(Br)cc1F)C1CC1 (stereo not drawn)	-2	2	5	-19	93	-14	-0.1	1	0
O=C(O)CCSc1nnc(-c2cccnc2)n1-c1ccccc1	-1	-1	-4	-9	101	-5	3.4	-2	-2
CN(C)CCOCCOc1ccc(Cl)cc1Br	0	2	-5	6	116	-3	3.4	0	2
Cc1cc(N2CCOCC2)n2nc(C)c(-c3ccc(Cl)cc3)c2n1	0	5	-5	7	102	2	0.7	3	1
CNC(=O)c1c(NC(=O)CCS(=O)(=O)c2ccc(C)cc2)sc(C)c1C	-2	3	6	4	103	-4	0.2	-1	-7
CSc1nc(N)n2nc(-c3ccc(Cl)cc3)cc2n1	2	-6	5	-5	99	1	1.6	5	1
